Bioassay records (PubChem)
Anthrax LF inh2: blocks Bacillus anthracis lethal factor protease; P15917; multiplex microsphere protease cleavage assay, LF; inhibition, % at 10 µM; actives 0.12% (n = 360,000); AID 588501; further: plate controls were buffer without enzyme for full effect and enzyme alone for no effect
CCHFV vOTU inh: CCHFV vOTU protease inhibition; Pep-AMC fluorescence; inhibition, % at 11.5 µM; actives 0.55% (n = 370,000); AID 651958; in the data active means inhibition above about 30%; further: 0% = vehicle wells with enzyme and 100% = no enzyme wells
TcdB inh: TcdB glycohydrolase inhibition; P18177; TcdB glycohydrolase enzymatic assay, plate reader; inhibition, % at 9.99 µM; actives 0.24% (n = 350,000); in the data active means inhibition above about 10%
Target sequence (P18177 whole entry, looked up): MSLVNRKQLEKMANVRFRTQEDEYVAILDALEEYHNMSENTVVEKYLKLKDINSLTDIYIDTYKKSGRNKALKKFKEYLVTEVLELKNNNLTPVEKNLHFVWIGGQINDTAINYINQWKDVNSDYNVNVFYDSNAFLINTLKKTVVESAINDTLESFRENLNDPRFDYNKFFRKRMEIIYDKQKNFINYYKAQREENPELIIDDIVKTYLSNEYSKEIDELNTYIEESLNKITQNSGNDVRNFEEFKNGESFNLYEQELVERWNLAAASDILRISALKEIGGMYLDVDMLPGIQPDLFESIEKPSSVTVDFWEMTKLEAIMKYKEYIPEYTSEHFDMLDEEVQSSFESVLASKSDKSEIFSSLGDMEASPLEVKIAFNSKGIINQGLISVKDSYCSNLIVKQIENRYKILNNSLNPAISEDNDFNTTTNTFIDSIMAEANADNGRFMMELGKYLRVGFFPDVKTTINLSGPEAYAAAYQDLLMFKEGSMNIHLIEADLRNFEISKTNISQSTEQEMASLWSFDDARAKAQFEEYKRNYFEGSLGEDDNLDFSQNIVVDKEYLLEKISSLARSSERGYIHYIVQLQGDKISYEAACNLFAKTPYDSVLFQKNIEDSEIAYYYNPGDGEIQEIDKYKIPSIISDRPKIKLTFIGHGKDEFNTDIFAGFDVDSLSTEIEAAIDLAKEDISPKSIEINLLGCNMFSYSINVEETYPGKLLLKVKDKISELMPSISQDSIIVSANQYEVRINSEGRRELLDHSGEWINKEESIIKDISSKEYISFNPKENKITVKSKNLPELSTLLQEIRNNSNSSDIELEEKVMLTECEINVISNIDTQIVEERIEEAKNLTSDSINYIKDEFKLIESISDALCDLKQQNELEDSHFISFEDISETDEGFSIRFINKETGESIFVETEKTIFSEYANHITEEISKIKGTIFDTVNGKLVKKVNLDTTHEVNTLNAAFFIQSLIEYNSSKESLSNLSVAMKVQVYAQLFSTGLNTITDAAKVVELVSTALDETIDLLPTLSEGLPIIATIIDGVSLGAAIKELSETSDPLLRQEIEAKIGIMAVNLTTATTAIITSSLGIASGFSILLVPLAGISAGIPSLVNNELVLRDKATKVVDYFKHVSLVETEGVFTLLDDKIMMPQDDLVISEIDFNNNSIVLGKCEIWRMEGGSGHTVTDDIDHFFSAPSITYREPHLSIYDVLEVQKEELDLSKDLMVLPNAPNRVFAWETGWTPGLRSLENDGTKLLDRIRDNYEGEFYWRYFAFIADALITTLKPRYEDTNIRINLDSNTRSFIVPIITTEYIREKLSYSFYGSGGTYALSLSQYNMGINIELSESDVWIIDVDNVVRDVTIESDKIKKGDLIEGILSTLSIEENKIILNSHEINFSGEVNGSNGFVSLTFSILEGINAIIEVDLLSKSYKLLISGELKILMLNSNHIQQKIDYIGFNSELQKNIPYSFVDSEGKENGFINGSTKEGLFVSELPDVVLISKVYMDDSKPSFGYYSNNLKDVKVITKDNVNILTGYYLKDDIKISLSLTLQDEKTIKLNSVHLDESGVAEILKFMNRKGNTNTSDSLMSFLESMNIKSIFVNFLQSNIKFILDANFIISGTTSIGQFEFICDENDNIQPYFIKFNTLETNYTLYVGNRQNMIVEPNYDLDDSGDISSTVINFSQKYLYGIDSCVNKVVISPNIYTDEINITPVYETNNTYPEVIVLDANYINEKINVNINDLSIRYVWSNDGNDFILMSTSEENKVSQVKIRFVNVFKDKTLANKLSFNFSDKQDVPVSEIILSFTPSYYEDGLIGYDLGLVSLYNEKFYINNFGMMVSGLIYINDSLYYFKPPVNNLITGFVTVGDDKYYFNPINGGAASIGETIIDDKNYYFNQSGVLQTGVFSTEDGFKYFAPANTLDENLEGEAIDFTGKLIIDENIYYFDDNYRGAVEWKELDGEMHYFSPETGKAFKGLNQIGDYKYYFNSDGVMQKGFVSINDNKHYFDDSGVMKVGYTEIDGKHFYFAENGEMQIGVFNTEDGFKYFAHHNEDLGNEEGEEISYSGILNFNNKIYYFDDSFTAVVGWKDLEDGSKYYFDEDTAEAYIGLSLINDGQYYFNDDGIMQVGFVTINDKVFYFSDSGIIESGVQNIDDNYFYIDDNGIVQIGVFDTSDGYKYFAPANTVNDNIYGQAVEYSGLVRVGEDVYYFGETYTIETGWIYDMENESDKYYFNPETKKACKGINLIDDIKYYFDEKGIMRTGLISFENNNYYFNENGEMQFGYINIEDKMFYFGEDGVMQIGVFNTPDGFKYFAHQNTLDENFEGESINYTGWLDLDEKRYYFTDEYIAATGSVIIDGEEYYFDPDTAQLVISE
BoNT-A LC inh2: BoNT A light chain protease inhibition; actives 0.17% (n = 360,000); multiplex microsphere protease substrate cleavage, flow cytometry; inhibition, % at 10 µM; further: plate controls were buffer without enzyme for full effect and enzyme alone for no effect
PfHsp40 yeast: restores yeast growth despite PfHsp40 toxicity. growth rescue, % at 12.5 µM. S. cerevisiae expressing PfHsp40, growth rescue, ATP luminescence. actives 0.68% (n = 340,000). AID 504582; in the data active means growth rescue above about 28%, passing the limit was not always enough; inconclusive means no clear call, values can overlap the other calls;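 further: yeast W303a lacking pdr1 and pdr3 grown in galactose medium; growth measured after three days at 30 °C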
SSB-PriA inh: inhibitors of Klebsiella pneumoniae PriA binding to SSB C-terminal tail; AlphaScreen SSBct-PriA binding, biotinylated peptide; inhibition, % at 33 µM; actives 0.6% (n = 430,000); AID 1272365; in the data active means inhibition mostly above about 37%, no sharp cut-off; inactive means mostly below about 20%;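 further: plate controls were negative control peptide for no effect and reference peptide for full effect; strong numbers were not always called active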
BH1578 lux ind: inducers of Vibrio cholerae quorum light production without autoinducers | activation, % at 18.7 µM | V. cholerae BH1578 lux reporter, luminescence, 6 h | AID 588436 | actives 0.16% (n = 350,000); in the data active means activation mostly above about 9.7%, no sharp cut-off; inconclusive means no clear call, values can overlap the other calls; inactive means mostly below about 3.7%; further: not every result past the cut was called active; inactives centre near 0; reference of the scale not given here
Y pestis TopoI: blocks Yersinia pestis topoisomerase I activity | actives 0.064% (n = 360,000) | Y. pestis Topo-I cleavage product accumulation, plate reader | AID 504884 | activity, % at 10 µM; in the data active means activity above about 50%, passing the limit was not always enough; inconclusive means no clear call, values can overlap the other calls; further: inactives centre near 2
SARS 3CLpro inh: SARS-CoV 3CLpro protease inhibition. P0C6X7. recombinant SARS-CoV 3CLpro, quenched FRET peptide cleavage. inhibition, % at 6 µM. actives 0.14% (n = 290,000); in the data active means inhibition above about 12%
DUSP3 inh: blocks human VHR1 dual specificity phosphatase; P51452; inhibition, % at 13.3 µM; actives 0.52% (n = 290,000); AID 1654; recombinant VHR phosphatase, pNPP absorbance; in the data active means inhibition above about 50%; further: some compounds called inactive have numbers as strong as hits
Active calls of the source: *; i = inactive; ? = inconclusive; · = no result given; & = joins results of further samples. Unless noted, no stated cut-off is given here; in the data, active means inhibition above about 30%; inconclusive means no clear call, values can overlap the other calls; inactive means below that. A portion of the library. The share of hits here may be higher or lower than overall.

Results follow in this order: Anthrax LF inh2	CCHFV vOTU inh	TcdB inh	BoNT-A LC inh2	PfHsp40 yeast	SSB-PriA inh	BH1578 lux ind	Y pestis TopoI	SARS 3CLpro inh	DUSP3 inh
> CN(C[C@H](CC1CCCCC1)N(C[C@H](Cc1ccccc1)N(CCc1ccccc1)N=O)N=O)N=O
 : -5	14	-0.2	-0.6	-0.6	-18	i	9	0	7
> Cc1cc(C)c(S(=O)(=O)Nc2cccc(C(=O)O)c2)cc1S(=O)(=O)Nc1cccc(C(=O)O)c1
 : -2	-6	0.2	-0.3	4.4	-15	i	0	·	·
> CC1Oc2ccccc2N(CC(=O)N(Cc2ccccc2)Cc2ccccn2)C1=O (stereo not drawn)
 : -3	-10	·	-0.5	0.1	-4	-0.2	13	-2	2
> CN(CCC#N)CC(=O)Nc1ccc(S(N)(=O)=O)cc1
 : 8	-2	1.6	-0.2	0.2	-9	-0.3	-2	0	21
> Cc1ccc(S/C(=N\S(=O)(=O)c2ccc(Cl)cc2)c2ccccc2)cc1
 : -7	-9	·	-1.7	-0.7	·	-0.4	12	-3	17
> Cc1ccc(S(=O)(=O)N(Cc2ccc(Cl)cc2)c2ccccc2C(=O)NCc2cccnc2)cc1
 : -1	-11	0.9	-0.7	2.1	10	i	17	4	8
> CCc1c(C)c(C#N)c2nc3ccccc3n2c1N(C)C
 : 1	-1	·	0.8	0.7	-14	-0.7	-10	0	-3
> O=C(CN(C(=O)CCC(=O)Nc1ccccn1)C1CCCC1)NCc1ccc(F)cc1
 : 7	0	2.2	1.9	2.4	-2	-0.2	3	0	26
> O=C(NNC(=S)Nc1ccccc1)Nc1ccccc1
 : -1	10	-3.5	-0.3	-0.2	-22	i	5	4	12
> CCCOc1ccc(C(=O)NCCc2ccccc2)cc1
 : -3	4	-0.6	-0.1	1.4	-8	1.4	3	6	14
> CCCCCSc1nncc(=O)[nH]1
 : -2	-15	·	0.2	-0.3	-10	-0.4	-3	2	24
> COc1cccc(C2=CC(c3cccc(OC)c3OC)n3nnnc3N2)c1 (stereo not drawn)
 : 2	-5	·	-0.7	0.2	-18	i	8	0	15
> O=C(O)c1ccccc1S(=O)(=O)NCC(O)COC1CCCCC1 (stereo not drawn)
 : 6	-1	·	0.4	0.0	-4	-0.4	-1	-4	12
> O=C(NCc1ccccc1Cl)C1(S(=O)(=O)c2ccc(Cl)cc2)CC1
 : 3	13	2.3	0.2	2.4	-8	-0.4	29	1	-25
> CCOC(=O)c1c(NC(=O)CN2C(=O)NC3(CCCCC3C)C2=O)sc(C)c1C (stereo not drawn)
 : -5	9	·	-2.2	-0.1	4	-0.2	10	3	-5
> Cn1c(=O)c2c(-c3ccc(C(C)(C)C)cc3)n(CC3CCCO3)cc2n(C)c1=O (stereo not drawn)
 : -5	3	·	-0.5	1.3	-3	-0.1	18	-4	41
> COc1cc2c(cc1OC)CN(CC(=O)NC(=O)NCc1ccccc1)CC2
 : -4	3	2.1	1.1	-0.4	3	2.1	-1	-3	11
> CCC(C(=O)NCc1ccco1)N(C(=O)CNS(=O)(=O)c1ccc(C)cc1)c1ccccc1OC (stereo not drawn)
 : 0	11	·	0.2	0.4	-2	i	19	-1	10
> Cc1ccccc1OCC(O)Cn1nnc2ccccc21 (stereo not drawn)
 : -2	2	·	0.1	0.3	-20	i	3	-2	-13
> Cc1cccc(OCC2CCCN(Cc3nc(C4CC4)no3)C2)c1 (stereo not drawn)
 : -2	-7	-0.2	-0.6	2.0	-15	i	11	3	12
> O=C(/C=C/c1ccccc1)NNC(=O)c1ccco1
 : 3	-3	0.8	-1.8	-0.6	-3	0.2	3	0	6
> CCCCn1c(Nc2ccc(OC)cc2)nc2ccccc21
 : -3	6	-6.6	0.7	0.1	-8	i	-2	2	26
> O=S(=O)(c1cccc2cnccc12)N1CCNCC1
 : -10	-1	0.4	-0.2	-1.7	-8	-3.0	5	·	·
> Cc1cc(S(=O)(=O)N2CCCOC2CNC(=O)C(=O)NCCCN2CCOCC2)ccc1F (stereo not drawn)
 : 1	-10	0.8	0.4	-1.1	-5	i	1	3	2
> CC(=O)Nc1ccccc1C(=O)C(=O)Nc1cccc(C(=O)NCc2ccccc2)c1
 : 0	9	0.9	0.2	-1.0	13	-0.3	8	1	26
> CC(=O)N1CCc2cc(S(=O)(=O)NCCC(=O)Nc3cc(C)cc(C)c3)ccc21
 : -1	4	·	0.1	-0.4	8	-0.3	6	2	-6
> CCN(Cc1ccncc1)Cc1cn(C)nc1-c1ccc(Oc2ccccc2)cc1
 : 8	-9	1.8	-1.9	-1.9	1	-0.7	37	0	30
> COC(=O)N(C)CCCC1(C)C(=O)N(C)c2ccc(O)cc21 (stereo not drawn)
 : 0	-4	·	0.4	-1.1	1	-0.3	-9	-9	21
> CCCCn1c(N)c(N(CC(C)C)C(=O)CCNC(=O)c2ccc([N+](=O)[O-])cc2)c(=O)[nH]c1=O
 : 4	-6	1.6	-1.1	-1.3	-1	i	-3	·	·
> O=C(N1CCOCC1)C(F)(F)C(F)(F)C(F)(F)C(F)(F)C(=O)N1CCOCC1
 : 0	-3	·	?	0.4	-18	5.8	0	-2	2
> COc1ccc(N2C(=O)c3ccc(C(=O)Nc4ccccc4O)cc3C2=O)cc1
 : -7	-11	1.0	-6.1	1.8	6	i	-8	1	1
> CC(C)c1nnc(NC(=O)C2CCCN2C(=O)Nc2ccc(F)cc2)s1 (stereo not drawn)
 : 1	18	-0.2	-0.3	0.6	8	-0.2	-6	-3	16
> COc1ccc(C)cc1S(=O)(=O)N(C)CC(=O)NCc1ccncc1
 : 10	6	0.3	-1.4	-0.1	7	-0.6	-1	7	-17
> O=C(C1CCCCCC1)N1CC[C@@H](N2CCC(O)CC2)[C@H](O)C1
 : ·	0	-0.2	·	-0.4	-17	-0.3	1	5	-5
> CCOC(=O)N1CCN(CCC(=O)c2ccc(Br)cc2)CC1
 : -1	-8	-0.5	1.9	-0.3	-18	-18	-11	1	2
> COc1ccc(C(=O)N/N=C/c2ccccn2)cc1OC
 : -8	2	0.5	-1.4	0.8	·	0.0	2	-4	-9
> Cc1cc(C(=O)N2CCC3(CC2)OCCO3)cs1
 : 1	5	·	?	0.5	-19	2.6	4	0	17
> COCCCn1c(SCC(=O)N2CCCCC2C)nnc1-c1ccco1 (stereo not drawn)
 : -3	-2	·	-0.2	3.9	-13	i	6	-4	8
> Cc1cccc(C)c1OCc1nnc(SCC(=O)Nc2ccccc2F)o1
 : 0	1	1.2	0.3	1.4	-10	-0.4	18	4	-5
> O=C(CN1C(=O)C(=O)N(Cc2ccco2)C1=O)NC1CCCCC1
 : -2	7	-4.6	-0.4	0.2	-11	-0.4	-4	-1	-9
> CCCOc1nc(SCCC)nc2c1cnn2-c1ccccc1
 : -12	-3	-0.4	0.4	-1.0	-16	-0.5	12	-2	53*
> NC(N)=N/N=C/c1cccc(Cl)c1Cl
 : -5	-2	1.2	0.2	0.1	·	-0.7	-4	1	7
> CCOc1ccccc1/C=C/C(=O)N1CCN(C(=O)c2ccco2)CC1
 : -8	1	0.9	-0.6	0.8	-16	-0.8	16	·	·
> CCOC(=O)c1c(NC(=O)CSc2nc3c(c(=O)n(C)c(=O)n3C)n2CC)sc(C)c1C
 : 2	-9	·	0.6	-0.4	-9	-1.0	2	·	-8
> CCOC(=O)C(Cc1c[nH]c2ccc([N+](=O)[O-])cc12)(NC(C)=O)C(=O)OCC
 : 0	11	1.5	-5.5	0.0	-3	i	-9	·	·
> CCN1CNC(=S)N(c2cc(C)ccc2C)C1
 : -6	-2	·	?	-0.5	-10	i	-5	-2	13
> O=C(CCC1CCCCC1)NC1CCCCC1
 : 3	-4	0.3	3.9	-1.2	-14	-3.7	4	·	·
> CCCC(C)c1nnc(NC(=O)C2CC(=O)N(c3ccc(OCC)cc3)C2)s1 (stereo not drawn)
 : 1	9	0.4	2.4	0.1	-3	-8.8	7	3	20
> Cc1cc(OCC(=O)N2CCN(c3ccccn3)CC2)cc(C)c1Br
 : -2	-1	1.3	-1.0	1.6	0	i	19	0	14
> NC(=O)C1CCN(C(=O)N2c3ccccc3Sc3ccccc32)CC1
 : -10	-18	-0.1	-1.0	-0.6	13	i	0	1	16
> CCC(C)(C)n1nnnc1CN1CCc2ccccc21
 : 2	4	·	-1.4	1.3	-11	0.4	0	1	17
> CC(=O)c1cccc(NC(=O)c2cc(=O)[nH]c3ccc(S(=O)(=O)N4CCOCC4)cc23)c1
 : -3	-21	1.7	0.1	-0.5	-9	5.7	5	·	·
> CCn1c(Oc2cccc(Br)c2)nc2c1c(=O)n(C)c(=O)n2C
 : -1	12	0.6	-1.9	-1.0	-6	-0.3	13	5	20
> CCc1ccccc1NC(=O)C1CC(c2ccc(F)cc2)=NO1 (stereo not drawn)
 : -2	-11	·	-0.8	16	4	i	-3	2	14
> COc1ccc(S(=O)(=O)N(C)C[C@H]2Oc3ccc(NC(=O)Nc4ccccc4)cc3C(=O)N([C@H](C)CO)C[C@@H]2C)cc1
 : 4	3	-0.1&2.4	1.0	0.3	6	-5.2	3	·	·
> CN(C)S(=O)(=O)c1cccc(NC(=S)Nc2ccc(Cl)cc2Cl)c1
 : ·	1	·	·	0.8	-12	-0.4	13	4	22
> COc1ccccc1/C=C/C(=O)NC(=S)Nc1ccc(S(=O)(=O)N(C)c2ccccc2)cc1
 : 1	6	·	0.2	0.4	-10	i	2	0	17
> COc1ccc(CNC(=O)[C@@H](NC(=O)C2CCN(S(=O)(=O)c3ccc(C)cc3)CC2)C(C)C)cc1OC
 : -1	11	2.8	0.3	1.1	-17	i	3	10	-10
> O=C(COC(=O)COc1ccc2c(c1)CCC2)Nc1ccccc1C(F)(F)F
 : 3	9	-0.6	-0.1	-0.3	-1	i	2	·	·
> CCOc1cccc(CNc2nnnn2C)c1
 : 16	1	1.0	-1.2	1.0	3	6.1	-1	4	5

(continued)
Results follow in this order: Anthrax LF inh2	CCHFV vOTU inh	TcdB inh	BoNT-A LC inh2	PfHsp40 yeast	SSB-PriA inh	BH1578 lux ind	Y pestis TopoI	SARS 3CLpro inh	DUSP3 inh
> CCc1ccc(C2=NN(S(C)(=O)=O)C(c3cccs3)C2)cc1 (stereo not drawn)
 : -3	-1	·	-1.5	-2.3	-16	i	28	5	12
> COc1ccc(O)c(/C=N/Nc2nc3ccccc3[nH]2)c1
 : -6	14	4.8	-0.1	-1.2	·	0.1	8	-5	21
> Cc1cc2nc3c(nc2cc1C)C1(C(=O)O)CCC3(C)C1(C)C (stereo not drawn)
 : 0	10	·	1.5	-2.4	-12	1.2	0	4	-12
> CC(=O)c1ccc(OC2(C)CCN(Cc3ccc(C)cc3)C2)cc1 (stereo not drawn)
 : -6	5	0.8	-1.1	·	·	-3.3	14	·	·
> NC(=O)C1CCN(CC(=O)Nc2ccccc2Sc2ccc(Cl)cc2)CC1
 : 4	-6	8.4	0.6	-2.1	-6	i	24	-1	-2
> Nc1nc(CN2CCOCC2)cs1
 : 1	-3	·	-0.8	-1.8	-20&-16	i	7	0	24
> O=C(NC1CCCC1)C(c1ccccc1)N(C(=O)c1ccno1)c1cccnc1 (stereo not drawn)
 : -1	6	·	0.0	-1.5	-10	-0.2	3	0	23
> COC(=O)C1=C(C)N(Cc2ccccc2)C(=NCC(C)C)N[C@H]1c1cccc(F)c1
 : 1	0	0.5	-0.1	-1.3	6	i	-3	·	·
> COc1ccc(NC(=O)c2nc[nH]c2C(=O)N2CCN(C(=O)OC(C)(C)C)CC2)cc1
 : 1	16	-5.4	0.3	-1.7	-8	-3.7	6	·	11
> NC(=O)NC(=O)COC(=O)c1ccccc1OCc1ccc(F)cc1
 : 1	-2	1.7	0.8	-0.2	0	i	2	-5	5
> CN(c1ccccc1)S(=O)(=O)c1cccc(C(=O)NCCc2ccc(O)c(O)c2)c1
 : -3	-1	15*	-0.5	0.9	5	-0.5	-9	1	9
> CCN(CC)CCOC(=O)c1ccc(NC(=O)COc2cc(=O)n(CC)c3ccccc23)cc1
 : ?	-5	·	?	0.0	0	-0.3	11	8	-1
